Screening data: PubChem BioAssay, several laboratories
RTF Ca sens inh: cardiac RTF calcium desensitization; 340,000 compounds, 0.12% hits; inhibition, % at 7.15 µM; IANBD-labeled cardiac RTF, Ca2+ fluorescence;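 active means inhibition above the mean inhibition of all tested compounds plus 3 SD, cut at about 17% in these data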;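 further: assay run at fixed EC70 calcium of 1.6 mM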
Arr AP2 block: inhibitors of human beta-arrestin and AP2 interaction; 340,000 compounds, 0.31% hits; inhibition, % at 10 µM; FITC-arrestin peptide / GST-AP2 beads, flow cytometry; AP2 beta2 appendage carries R879A mutation; AID 504490;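 active means inhibition above a set limit, near 3 SD of compounds lacking own fluorescence, cut at about 54% in these data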;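 further: plate controls were DMSO wells for no effect and 5 µM unlabelled arrestin peptide for full effect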
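System: GST-tagged AP2 beta2-adaptin appendage (R879A) on 4 µm glutathione beads / Reagent: FITC-arrestin peptide, 50 nM / Detection: HyperCyt-sampled flow cytometry, FL1 channel, ex 488/em 535 nm / Timing: 12 min plus 1 h, RT / Buffer or medium: PBS plus Tween 20 (0.05%) and BSA (0.1%)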
SR-BI DiI inh: blocks mouse SR-BI lipid uptake from DiI-HDL; Q61009; ldlA[mSR-BI] CHO cells, DiI-HDL uptake fluorescence, 3 h; inhibition, % at 12.5 µM; 320,000 compounds, 0.96% hits; AID 488896;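 active means mean replicate inhibition of at least 70% and a set share of replicates each scoring 70 or more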;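 further: 0% = median of neutral control wells and 100% = median of positive control wells; values of inactives mirror those of a sister screen read the other way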
SR-BI DiI-HDL act: SR-BI HDL lipid transfer activation; CHO ldlA[mSR-BI] cells, DiI-HDL uptake fluorescence, 3 h; 100 = double the neutral-control signal; activation, % at 12.5 µM; AID 504775; 320,000 compounds, 0.096% hits;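 active means mean replicate activation of at least 60% and every replicate at or above 60%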;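 further: 0% = median plate neutral-control signal and 100% = twice that signal; values of inactives mirror those of a sister screen read the other way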
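Test system: SR-BI-overexpressing, LDLR-lacking CHO cells; Medium: Ham's F12 with 0.5% BSA, HEPES 25 mM, pH 7.4; Schedule: 3 h, 37 °C; Technique: bottom-read fluorescence, 550/595 nm.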
PKA-R2B activ: activates the human PKA-R2B holoenzyme complex. 340,000 compounds, 0.079% hits. AID 504700. PKA-R2B holoenzyme dissociation, Cy5-IP20 fluorescence polarization; R2B truncated from residue 108, S112A mutant; 0% DMSO only, 100% 113 µM cGMP. P22694+P31323. activation, % at 11.4 µM;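 active means activation above a cutoff set at the mean over all compounds plus 3 SD, cut at about 18% in these data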;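 further: higher means more holoenzyme dissociation and a rise in polarization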
Target sequence (P31323 whole entry, looked up, other chains not shown, the tested form may be a part): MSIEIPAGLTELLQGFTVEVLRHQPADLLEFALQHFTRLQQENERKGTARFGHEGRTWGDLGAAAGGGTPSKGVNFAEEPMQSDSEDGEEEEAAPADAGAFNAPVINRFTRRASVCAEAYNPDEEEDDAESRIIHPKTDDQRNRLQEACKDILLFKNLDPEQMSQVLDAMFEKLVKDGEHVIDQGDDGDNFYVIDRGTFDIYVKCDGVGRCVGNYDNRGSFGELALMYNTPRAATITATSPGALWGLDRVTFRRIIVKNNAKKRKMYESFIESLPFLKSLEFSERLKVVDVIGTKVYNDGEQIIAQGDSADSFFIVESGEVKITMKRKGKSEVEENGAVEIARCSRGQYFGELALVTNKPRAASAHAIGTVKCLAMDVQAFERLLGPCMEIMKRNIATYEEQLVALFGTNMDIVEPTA
Keap1-Nrf2 PPI: disrupts human Keap1 binding to Nrf2 peptide | Q14145 | AID 504523 | Keap1 Kelch-Nrf2 peptide fluorescence polarization, 1536-well | 340,000 compounds, 0.15% hits | inhibition, % at 9.4 µM; in the data active means inhibition above about 12%;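 further: human Keap1 Kelch domain with fluorescein labeled Nrf2 9mer peptide probe; 0% = neutral control wells and 100% = peptide positive control; higher means more block of Keap1 binding to Nrf2 peptide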
Target sequence (Q14145 whole entry, looked up, the tested form may be a part): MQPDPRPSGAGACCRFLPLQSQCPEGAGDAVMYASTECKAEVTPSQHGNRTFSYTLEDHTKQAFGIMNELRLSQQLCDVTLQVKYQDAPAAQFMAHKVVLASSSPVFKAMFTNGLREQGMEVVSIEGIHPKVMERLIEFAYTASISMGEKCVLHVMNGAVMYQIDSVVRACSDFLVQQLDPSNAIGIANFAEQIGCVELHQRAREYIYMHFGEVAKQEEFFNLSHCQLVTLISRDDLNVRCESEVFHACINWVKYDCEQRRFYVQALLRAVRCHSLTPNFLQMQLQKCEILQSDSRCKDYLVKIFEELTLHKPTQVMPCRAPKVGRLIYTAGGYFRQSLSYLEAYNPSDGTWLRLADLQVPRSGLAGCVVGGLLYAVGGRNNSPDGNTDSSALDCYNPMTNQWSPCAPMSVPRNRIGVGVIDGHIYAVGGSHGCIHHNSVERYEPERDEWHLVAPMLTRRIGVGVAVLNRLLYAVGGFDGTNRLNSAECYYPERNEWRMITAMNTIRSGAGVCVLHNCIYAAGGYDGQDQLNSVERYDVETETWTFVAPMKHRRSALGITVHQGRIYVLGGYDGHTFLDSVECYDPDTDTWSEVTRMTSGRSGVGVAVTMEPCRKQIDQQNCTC
NSD2 HMT inh: inhibitors of human histone methyltransferase NSD2; O96028; inhibition, % at 12.5 µM; 310,000 compounds, 0.54% hits; AID 743445; NSD2 peptide methylation, AlphaScreen, 120 min; in the data active means inhibition above about 50%
PvdQ acylase: P. aeruginosa PvdQ acylase inhibition | 340,000 compounds, 0.063% hits | inhibition, % at 10 µM | AID 488965 | purified PvdQ acylase, fluorescence plate reader; in the data active means inhibition above about 30%, passing the limit was not always enough;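 further: 0% = vehicle neutral wells and 100% = reference inhibitor wells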
LANA DNA inh: KSHV C-LANA DNA binding inhibition | inhibition, % at 9 µM | MBP-C-LANA/FAM-LBS DNA binding, fluorescence polarization | 340,000 compounds, 0.078% hits;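 active means highest replicate inhibition at or above 60% at 9 µM, even if other replicates fall short; inactive means all replicates below 60% inhibition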;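 further: 0% = neutral control wells and 100% = 4 µM acridine orange control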
DAGLB inhibitor: diacylglycerol lipase beta (human) inhibition. Q8NCG7. HEK293T DAGLB membrane lysate, EnzChek fluorogenic substrate. inhibition, % at 5.17 µM. 340,000 compounds, 0.059% hits. AID 504411; in the data active means inhibition above about 34%;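 further: 0% = enzyme with vehicle and 100% = wells lacking enzyme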
Starred values were filed as active, the others as inactive; i = inactive; . = not tested or not shown; & = joins results of further samples.

SMILES | RTF Ca sens inh | Arr AP2 block | SR-BI DiI inh | SR-BI DiI-HDL act | PKA-R2B activ | Keap1-Nrf2 PPI | NSD2 HMT inh | PvdQ acylase | LANA DNA inh | DAGLB inhibitor
CCN(C(=O)COc1cc(=O)n(CC)c2ccccc12)c1cccc(Cl)c1 | -7 | -5 | 20 | -20 | 0 | 0 | 4 | -11 | 1.0 | -2
Cc1cc(NC(=O)C(C)SCC(=O)OCc2ccc([N+](=O)[O-])cc2)no1 (centres undefined) | -10 | -11 | -20 | 20 | 1 | 0 | 1 | -10 | 1.2 | -1
CCn1ccnc1CNC(=O)C1CCC(=O)N(Cc2cccc(C(F)(F)F)c2)C1 (centres undefined) | -4 | -9 | -2 | 2 | -5 | -4 | 0 | -12 | -0.8 | -1
N#Cc1ccccc1COC(=O)CCCC1=NS(=O)(=O)c2ccccc2N1 | -6 | -12 | -8 | 8 | 0 | -6 | -2 | -14 | -0.1 | -1
O=C(NNS(=O)(=O)c1ccc(Br)cc1)c1sccc1-n1cccc1 | 13 | 7 | -22 | 22 | -4 | -6 | 0 | 2 | 0.7 | 4
CCOc1cc2[nH]c(=O)n(Cc3ccc(C(=O)NCCCN4CCC(C)CC4)cc3)c(=O)c2cc1OCC | -1 | 0 | 18 | -18 | 7 | -6 | . | -12 | -3.7 | 3
CCOC(=O)c1c(NC(=O)C2CC(Cl)=CCC2C(=O)O)sc2c1CCCCC2 (centres undefined) | -4 | 18 | -20 | 20 | -8 | 5 | 9 | 5 | 4.3 | 17
COc1ccc(CCN(C)C(=O)C2CCCN(C3CCN(Cc4ccccc4)CC3)C2)cc1OC (centres undefined) | 4 | 9 | -28 | 28 | -8 | -1 | 2&0 | 0 | -0.1 | -6
COc1ccc(NC(=O)Nc2cccc(F)c2)c(OC)c1 | 0 | -6 | 25 | -25 | -18 | -10 | 0 | -15 | -0.9 | 0
O=C(COc1cccc(Br)c1)Nc1ccc(N2CCOCC2)cc1N1CCOCC1 | -4 | -6 | 0 | 0 | 0 | 1 | 1 | -16 | -0.5 | 2
O=C(Nc1nc2cc3c(cc2s1)OCCO3)c1ccc(N2C(=O)CCC2=O)cc1 | 5 | 0 | -3 | 3 | -4 | 0 | 1 | -4 | -0.6 | 1
COc1ccc(-c2c(C#N)c(N)nc3c2CCCCCC3)cc1OC | -8 | -4 | 5 | -5 | 1 | -7 | -1 | -16 | 1.2 | 4
CCOC(=O)CCc1cccc2c1CCC2=O | -13 | -4 | -21 | 21 | -3 | -2 | -3 | -5 | 0.4 | -6
Cc1ccc(NC(=S)/C(=C(\[O-])c2ccc(F)cc2)[n+]2ccccc2)cc1 | 0 | -7 | 17 | -17 | 0 | 2 | 6 | -6 | 1.2 | 2
Cc1ccc(C(=O)CSc2nnc(-c3ccccc3N)n2C)cc1C | -10 | 3 | 6 | -6 | -5 | -1 | -1 | 2 | 0.7 | 0
COc1ccc(C(=O)Nc2ccc(NC(=O)c3cccs3)c(OC)c2)cc1Cl | -6 | -12 | 49 | -49 | -7 | -1 | -1 | -21 | -1.3 | -2
CCOC(=O)C(C(=O)Nc1ccc(C)cc1)C1CCCCC1 (centres undefined) | 2 | 3 | 2 | -2 | -7 | 0 | 3 | 13 | 1.7 | -8
Cc1cccc(NC(=O)/C(C#N)=C\c2cn(CC(=O)O)c3ccccc23)c1 | -18 | -8 | -21 | 21 | 10 | 1 | -3 | 10 | -1.0 | -1
CC(=O)Nc1ccc(C(=O)N(C)C(C(=O)Nc2ccccc2)c2ccccn2)cc1 (centres undefined) | 2 | -3 | -3 | 3 | 5 | -7 | 2 | -29 | -0.5 | 0
O=C(O)c1ccc(-c2nc(-c3ccc(Cl)cc3Cl)cs2)cc1 | 0 | -4 | 8 | -8 | 9 | 5 | 3 | 10 | 1.7 | 0
Cc1ccc(C(=O)Oc2ccc(-c3nnco3)cc2)o1 | 3 | 45 | -11 | 11 | 8 | 1 | 2 | -5 | 0.3 | -2
C=CCN(C(=O)CCS(=O)(=O)c1cccc2nsnc12)c1ccccc1 | -11 | -2 | -9 | 9 | 2 | 1 | -4 | -13 | -3.4 | -2
Cc1ccc(CSc2nnc(-c3ccncc3)n2CC2CCCO2)cc1 (centres undefined) | 2 | 9 | -8 | 8 | -8 | 4 | -1 | 0 | 2.1 | -4
COc1ccc(OCC(=O)Nc2cc3oc4ccccc4c3cc2OC)cc1 | -27 | 28 | 47 | -47 | -11 | -1 | -1 | -13 | 0.1 | -7
CC(C(=O)Nc1cccc([N+](=O)[O-])c1)[n+]1ccccc1 (centres undefined) | -2 | 1 | -18 | 18 | -6 | 8 | -4 | -1 | -1.7 | 0

The closing 2 compounds of the section before open the next one:
SMILES | RTF Ca sens inh | Arr AP2 block | SR-BI DiI inh | SR-BI DiI-HDL act | PKA-R2B activ | Keap1-Nrf2 PPI | NSD2 HMT inh | PvdQ acylase | LANA DNA inh | DAGLB inhibitor
COc1ccc(OCC(=O)Nc2cc3oc4ccccc4c3cc2OC)cc1 | -27 | 28 | 47 | -47 | -11 | -1 | -1 | -13 | 0.1 | -7
CC(C(=O)Nc1cccc([N+](=O)[O-])c1)[n+]1ccccc1 (centres undefined) | -2 | 1 | -18 | 18 | -6 | 8 | -4 | -1 | -1.7 | 0
COc1cccc(C(C(=O)NC2CCCC2)N(CCC(C)C)C(=O)CCC(=O)Nc2cc(C)on2)c1 (centres undefined) | 4 | 38 | -1 | 1 | 2 | -6 | 1 | 0 | -0.6 | -1
CCS(=O)(=O)C(=C(Nc1ccc(OC)cc1)Nc1ccc(OC)cc1)S(=O)(=O)CC | 0 | -2 | -4 | 4 | 4 | -5 | -4 | -10 | 0.5 | -1
O=S(=O)(c1ccc(Cl)cc1)N1CCN(C(=S)Nc2ccccc2F)CC1 | -3 | 4 | . | . | -4 | 0 | -1 | -8 | 0.8 | -3
Cc1nnc(SC(C)C(=O)Nc2ccc(N3CCOCC3)cc2)n1Cc1ccccc1 (centres undefined) | 9 | 0 | -8 | 8 | -10 | -7 | 2 | 13 | 2.8 | 0
O=C(CNC(=O)c1cn2ccccc2n1)Nc1ccc(F)c(F)c1 | -7 | -10 | -31 | 31 | -4 | 7 | -1 | -1 | 4.0 | -2
Cc1ccc(C)c(C(=O)CCC(=O)Nc2ccc(F)cc2)c1 | 1 | 2 | -2 | 2 | 5 | -4 | -6 | 7 | -0.2 | -4
O=C(NNC(=O)c1cc2ccccc2o1)c1ccc(Cl)cc1 | 7 | 0 | i | 510* | -7 | 0 | -1 | -8 | 0.2 | -3
Oc1ccccc1C(=S)N1CCN(c2cccc(Cl)c2)CC1 | -16 | -3 | 19 | -19 | -13 | 0 | 7 | -14 | -0.4 | -3
Cc1ccc(S(=O)(=O)Nc2ccccc2C(=O)Nc2nc(-c3ccc(F)cc3)cs2)cc1 | -4 | -1 | 62 | -62 | -5 | -3 | 38 | 2 | 1.4 | 13
CC1(C)CC(=O)c2cn3nc(C(F)(F)F)nc3nc2C1 | -5 | 4 | -3 | 3 | 1 | -5 | . | -9 | 0.6 | 0
CCOc1cc(N2CCOCC2)c(OCC)cc1NC(=S)NCCCOC | -18 | -14 | -1 | 1 | 14 | -2 | 3 | -7 | 1.4 | -1
O=C(c1ccccc1)c1cccc(NC(=O)c2ccco2)c1 | -2 | 0 | 29 | -29 | 1 | -8 | 10 | -14 | 2.4 | 1
CCOc1ccc(N(CC(=O)Nc2cccc(N(C)S(C)(=O)=O)c2)S(=O)(=O)c2ccccc2)cc1 | 15 | 16 | 69 | -69 | -5 | -5 | 16 | 2 | -0.7 | -3
CCOC(=O)C1CCN(C(=O)C2CCN(S(=O)(=O)c3ccc4ccccc4c3)CC2)CC1 | -8 | -2 | -7 | 7 | -6 | -5 | -1 | -10 | 0.2 | 1
COc1nc(-c2ccccc2)cc(-c2ccccc2)n1 | -6 | 2 | 35 | -35 | 2 | -1 | -4 | 4 | 0.3 | -10
CCOC(=O)c1cccc2c(=O)c(C(=O)c3ccc(Cl)cc3)c(C(=O)OC)[nH]c12 | 1 | -17 | 8 | -8 | -4 | 1 | -2 | 1 | 1.6 | -1
COc1ccc(S(=O)(=O)N2CCCCC2)cc1NC(=O)C1CC(=O)N(Cc2ccco2)C1 (centres undefined) | -6 | -12 | 17 | -17 | 0 | -6 | 0 | -12 | -3.9 | 0
COc1ccccc1-n1c(SCC(=O)NC2CCCCC2)nc2c(c1=O)SCC2 | -11 | -9 | -9 | 9 | -2 | -6 | . | -9 | 0.9 | 0
COc1cc(/C=C2\CCOC2=O)cc(OC)c1OC | 9 | -6 | -28 | 28 | -2 | 4 | -1 | -3 | 14 | 1
Cc1sc2ncn(CC(=O)N(C)C3CCCCC3)c(=O)c2c1C | -7 | 12 | 20 | -20 | -11 | 5 | -2 | 5 | -0.8 | 1
COc1ccccc1-c1nnc(SCc2nc3ccccc3s2)n1C | -1 | 5 | 14 | -14 | 6 | -3 | 0 | 7 | 5.7 | -3
C=CCOC(=O)C1=C[C@H](c2ccccc2)[C@@H](CCCO)[C@H](OCC)O1 | -9 | 27 | -2 | 2 | -6 | -5 | . | -1 | -0.7 | -2

Sorted by value in PKA-R2B activ (high to low): three of the compounds above
mol | PKA-R2B activ
COc1cccc(C(C(=O)NC2CCCC2)N(CCC(C)C)C(=O)CCC(=O)Nc2cc(C)on2)c1 (centres undefined) | 2
CCOC(=O)c1cccc2c(=O)c(C(=O)c3ccc(Cl)cc3)c(C(=O)OC)[nH]c12 | -4
C=CCOC(=O)C1=C[C@H](c2ccccc2)[C@@H](CCCO)[C@H](OCC)O1 | -6

4 successive records from above, for reference:
SMILES | RTF Ca sens inh | Arr AP2 block | SR-BI DiI inh | SR-BI DiI-HDL act | PKA-R2B activ | Keap1-Nrf2 PPI | NSD2 HMT inh | PvdQ acylase | LANA DNA inh | DAGLB inhibitor
COc1cc(/C=C2\CCOC2=O)cc(OC)c1OC | 9 | -6 | -28 | 28 | -2 | 4 | -1 | -3 | 14 | 1
Cc1sc2ncn(CC(=O)N(C)C3CCCCC3)c(=O)c2c1C | -7 | 12 | 20 | -20 | -11 | 5 | -2 | 5 | -0.8 | 1
COc1ccccc1-c1nnc(SCc2nc3ccccc3s2)n1C | -1 | 5 | 14 | -14 | 6 | -3 | 0 | 7 | 5.7 | -3
C=CCOC(=O)C1=C[C@H](c2ccccc2)[C@@H](CCCO)[C@H](OCC)O1 | -9 | 27 | -2 | 2 | -6 | -5 | . | -1 | -0.7 | -2
